From PubChem
Eya2 inh: inhibitors of human Eya2 phosphatase activity | recombinant Eya2, OMFP fluorescence dephosphorylation (OMFP is methylfluorescein phosphate) | AID 488837 | Potency, µM (highest dose often 76.9 µM), for the others: at the top dose activity, negative = inhibition, hits mostly inhibitors | actives 0.006% (n = 330,000); further: potency means the concentration at half of the fitted maximal effect
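Eya2 protein (added as 0.2 uM solution) was preincubated with compound for 10 min at ambient temperature in 50 mM HEPES pH 7.5, 50 mM NaCl, 5 uM MgCl2, 0.05% BSA, 1 mM DTT. OMFP (added at 50 uM) then reacted 10 min; fluorescence read at 485/525 nm.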
FBPA coupling cs: inhibits coupling enzyme system, counter-screen for aldolase hits; activity change, negative = inhibition, % at 58.2 µM, hits read low; actives 0.67% (n = 290,000); coupling enzyme system counterscreen, AmpLite Red fluorescence; AID 2472; in the data active means activity change below about -30%
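Counterscreen lacking aldolase: glyceraldehyde-3-phosphate coupling-enzyme reagent preincubated 10 min at RT with compound (at 57.5 uM final), then substrate/coupling system with AmpLite Red added; fluorescence read at 525/598 nm after 20 min RT.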
uPA surface inh: cell surface uPA generation inhibition; Potency, µM (top dose mostly 38.3 µM), for inactives: at the top dose activity change, negative = inhibition, most hits filed as inhibitors; AID 540303; actives 0.31% (n = 330,000); cell surface uPA generation assay, qHTS; active means well fitted inhibition curve with a large enough effect; inconclusive means small, poorly fitted or top-dose-only effect; inactive means no such curve, though single readings can be large or run the other way; tested in mouse RAW 264.7 cells; further: potency means the concentration at half of the fitted maximal effect; nearly all actives have a fitted effect of over 55% in size
B2AR arrestin: beta2AR (human) beta-arrestin recruitment activity | Potency, µM (highest dose often 46.1 µM), inactives show at the top dose activation, actives largely listed as activators | actives 0.02% (n = 330,000) | beta-arrestin recruitment to beta2AR, cell-based reporter | P07550;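 further: potency means the concentration at half of the fitted maximal effect; 0% = DMSO controls and full agonism = EC100 isoproterenol or metaproterenol; nearly all actives have a fitted effect of over 65% in size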
Target sequence (P07550 whole entry, looked up): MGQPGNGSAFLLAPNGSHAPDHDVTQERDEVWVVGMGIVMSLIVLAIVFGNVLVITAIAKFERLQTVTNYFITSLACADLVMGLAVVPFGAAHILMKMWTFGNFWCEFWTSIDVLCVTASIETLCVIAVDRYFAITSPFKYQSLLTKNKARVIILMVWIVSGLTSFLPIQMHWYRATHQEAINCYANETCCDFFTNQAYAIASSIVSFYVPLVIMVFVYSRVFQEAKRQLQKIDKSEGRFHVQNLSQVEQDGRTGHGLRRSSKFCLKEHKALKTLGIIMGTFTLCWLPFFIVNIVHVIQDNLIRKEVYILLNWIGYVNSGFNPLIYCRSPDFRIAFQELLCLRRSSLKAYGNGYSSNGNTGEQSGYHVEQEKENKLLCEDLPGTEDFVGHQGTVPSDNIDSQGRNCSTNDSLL
USP2a block: blocks human ubiquitin-specific protease USP2a. USP2 core, Ub-CHOP2 coupled fluorogenic reporter, 485/531. Potency, µM (doses to about 38.3 µM), for inactives: at the highest dose activity change, negative = inhibition, usual class: inhibitors. actives 0.01% (n = 330,000);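 further: potency means the concentration at half of the fitted maximal effect; plate controls were DMSO wells for no effect and full inhibition by NEM control for full effect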
Target sequence (O75604 whole entry, looked up): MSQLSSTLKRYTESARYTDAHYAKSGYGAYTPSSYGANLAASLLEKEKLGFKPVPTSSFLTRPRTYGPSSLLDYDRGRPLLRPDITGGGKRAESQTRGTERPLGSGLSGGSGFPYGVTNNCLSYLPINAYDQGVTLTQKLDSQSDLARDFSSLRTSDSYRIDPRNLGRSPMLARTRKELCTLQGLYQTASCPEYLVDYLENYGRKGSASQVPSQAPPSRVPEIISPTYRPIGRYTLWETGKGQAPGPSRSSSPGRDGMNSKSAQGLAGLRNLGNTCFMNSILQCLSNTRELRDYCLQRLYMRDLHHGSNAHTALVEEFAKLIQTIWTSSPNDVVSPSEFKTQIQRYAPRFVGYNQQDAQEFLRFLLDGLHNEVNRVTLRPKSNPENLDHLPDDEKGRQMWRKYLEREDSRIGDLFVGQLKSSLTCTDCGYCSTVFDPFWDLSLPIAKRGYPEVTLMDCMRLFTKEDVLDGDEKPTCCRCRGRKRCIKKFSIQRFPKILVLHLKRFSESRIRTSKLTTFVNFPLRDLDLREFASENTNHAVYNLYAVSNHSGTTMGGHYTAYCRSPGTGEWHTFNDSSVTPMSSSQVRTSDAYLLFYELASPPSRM
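Cell-free coupled assay: 10nM USP2 core preincubated 30min RT with compound in Tris-HCl pH 8.0/CaCl2/CHAPS buffer, then 25nM Ub-CHOP2 and 25nM reporter substrate; fluorescence (Ex 485/Em 531) read after 60min RT, normalized to NEM inhibition, concentration-response curves fitted.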
PKM2 activator: PKM2 (human) enzyme activation | purified PKM2, Kinase-Glo ATP luminescence, activation; response scale: 0% is enzyme alone, no compound | Potency, µM (top dose mostly 57.5 µM), for the others: top-dose activation, usual class: activators | actives 0.34% (n = 260,000); further: potency means the concentration at half of the fitted maximal effect; nearly all actives have a fitted effect of over 55% in size
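ATP formation by purified human PK-M2, quantified via coupled luciferase luminescence after 1 h at room temperature with 0.1 mM ADP and 0.5 mM PEP final.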
GALK inhibitor: galactokinase (human) inhibition. P51570. AID 1868. Potency, µM (series often up to 57.5 µM), inactives show at the highest dose activity change, negative = inhibition, hits mostly inhibitors. actives 0.007% (n = 270,000). Purified GALK, Kinase-Glo residual ATP luminescence; further: potency means the concentration at half of the fitted maximal effect
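The enzyme phosphorylates galactose (100 uM) using ATP (35 uM); inhibition is detected as higher residual ATP, quantified by bioluminescence after 1 h reaction at room temperature, pH 8.0.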
KCNH2 WT inh: KCNH2 (human, wildtype) channel inhibition; Q12809; U2OS, BacMam KCNH2, thallium flux FluxOr; hits give low values; activity change, % at 1.84 µM; actives 0.37% (n = 340,000); AID 720551;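 active means maximum activity change below -70%; inconclusive means maximum activity change between -70% and -50%; inactive means maximum activity change above -50%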
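U2OS cells were transduced with wild-type KCNH2 virus (2.03 x 10^8 / mL) for 4 h at room temperature, then cultured overnight at 37 C. Thallium flux was read with FluxOr dye. Rate constants were normalized to DMSO controls.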
KCNH2 3.1 inh: blocks the human KCNH2 3.1 channel isoform; U2OS KCNH2 3.1, thallium flux FluxOr; hits give low values; activity change, % (tested at about 1.8 µM); actives 0.95% (n = 340,000);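 active means maximum activity change below -70%; inconclusive means maximum activity change from -70% to -50%; inactive means maximum activity change above -50%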;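 further: thallium influx rate constant from kinetic fluorescence after stimulation buffer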
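Measured as rate of thallium-driven FluxOr signal in transduced U2OS cells carrying the 3.1 channel, read kinetically for 2 min upon stimulation; values are rate constants scaled to DMSO control wells.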
BCR signal inh: blocks chronic active B-cell receptor signaling; ABC-DLBCL IkBa-CBG/CBR reporter, luminescence ratio, 4 h; Potency, µM (titrated, usually from 46.1 µM), without a hit: top-dose ratio change, negative = lower green/red ratio, usual class: inhibitors; actives 0.05% (n = 340,000); AID 493014; active means well fitted inhibition curve with a large enough effect in the signal ratio, with a control signal flat, not every such curve was filed as active; inconclusive means small, poorly fitted or top-dose-only effect, or effect the other way, or a change in a side signal; the % refers to the signal ratio;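 further: potency means the concentration at half of the fitted maximal effect; plate controls were basal doxycycline-induced cells for no effect and cells given 10 µM MG132 for full effect; MG132 reads +100%, hits lower the ratio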
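TMD8 ABC-DLBCL cells carrying doxycycline-inducible green luciferase fused to IkappaBalpha plus unfused red luciferase were exposed to compounds (up to 46 uM) for 4 hrs at 37C. Activity came from the overlap-corrected green/red luminescence ratio.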
Giardia kill: Giardia lamblia killing; activity change, % at 7.66 µM, hits read low; Giardia lamblia trophozoite viability; actives 0.15% (n = 340,000); in the data active means activity change below about -80%; inconclusive means between about -30% and that limit;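 further: parasites exposed to compound for two days anaerobically before the ATP read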
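Media and compound were dispensed first, then trophozoites at 100 cells/well; plates sat 48 hrs at 37 deg C without oxygen before ATP luminescence reagent was added and read after 15-30 min at room temperature.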
* = called active by the depositor; ? = inconclusive; . = no result given; & = joins results of further samples. Unless noted, the call rests on the fitted dose curve; in most records, active means well fitted curve in the direction sought with a large enough effect; inconclusive means small, poorly fitted or top-dose-only effect, or another doubt; inactive means no such curve, though single readings can be large; an effect the other way counts as inactive or inconclusive. Unless noted, on the % scale 0 is the no-effect control and ±100 the full control effect.

SMILES	Eya2 inh	FBPA coupling cs	uPA surface inh	B2AR arrestin	USP2a block	PKM2 activator	GALK inhibitor	KCNH2 WT inh	KCNH2 3.1 inh	BCR signal inh	Giardia kill
COC(=O)c1ccc(NC(=O)COC(=O)CCC2CCCC2)cc1	4%	.	6%	3.2%	-1%	.	.	4	7	0%	-26
COCC(CN1CCN(C2=NS(=O)(=O)c3ccccc32)CC1)OC(=O)c1ccccc1 (configuration not stated)	?	3	-3%	0.8%	-3%	.	9%	-2	-7	1%	-16
CC(C)(C)NC(=O)CSc1nsc(SCC(=O)NC(C)(C)C)c1C#N	-5%	5	3%	0.1%	2%	0%	5%	-1	-4	-9%	-1
COc1cc(OC)cc(C(=O)Nn2cnnc2)c1	-2%	1	-1%	0.5%	0%	-9%	4%	-1	4	1%	-8
COc1ccc(Cl)c(Cn2c(NCc3ccco3)nc3c2c(=O)n(C)c(=O)n3C)c1	-1%	-25	-14%	0.4%	-10%	28%	4%	3	3	-1%	11
COc1ccc2c(c1)CC(C1(O)C(=O)Nc3ccccc31)C2=O (configuration not stated)	-10%	-1	-1%	0.6%	6%	30%	1%	14	-4	-1%	3
Cc1cc(C(=O)N2CCN(C(=O)C3CCCO3)CC2)no1 (configuration not stated)	14%	0	.	0.4%	1%	0%	3%	6	4	3%	-1
COc1cc(OC)c(C(=O)OCCCOC(=O)c2cc(OC)c(OC)cc2OC)cc1OC	3%	.	2%	0.4%	0%	-2%	7%	-6	1	-2%	11
COc1ccc(C(=O)NC(=S)Nc2ccc(N3CCN(C(C)=O)CC3)cc2)cc1[N+](=O)[O-]	11%	1	-4%	0.7%	9%	-4%	0%	-4	13	-1%	-10
CCOC(=O)c1cc2sc(C)cc2n1CC(=O)N1CCc2ccccc21	15%	4	4%	0.0%	3%	0%	-3%	-7	6	14%	4
CCC(=O)N1CCCn2c1nc1ccccc12	1%	4	-3%	0.2%	1%	8%	-1%	2	-3	-7%	-9
O=C(COC(=O)C1C2CC3OC(=O)C1C3C2)Nc1ccc(Br)cc1 (configuration not stated)	9%	-3	-1%	0.2%	6%	.	-1%	14	13	-13%	-1
COc1ccc(OC)c(N(CC(=O)Nc2ccccc2)S(=O)(=O)c2ccccc2)c1	11%	-2	-19%	-0.1%	0%	0%	2%	9	-3	0%	-8
Cc1cccc(-c2nc(CSc3nc4c(c(=O)[nH]3)CCC4)c(C)o2)c1	-5%	6	10%	-1.0%	-1%	-1%	.	-11	-22	-1%	18
CCC(C)NC(=S)Nc1ccccc1 (configuration not stated)	-21%	1	-4%	-0.3%	0%	3%	1%	-2	-8	0%	11
O=C(Nc1ccccc1CC[N+](=O)[O-])N1CCN(c2ccccc2)CC1	-21%	-4	-8%	-0.4%	1%	6%	-1%	0	-6	?	?
Cc1ccc(OC(C)C(=O)Nc2ccc(S(=O)(=O)Nc3nccs3)cc2)cc1 (configuration not stated)	9%	5	1%	-0.4%	2%	4%	2%	10	-7	4%	-5
O=C(Nc1ccccc1C(F)(F)F)C1CCCC1	6%	2	1%	-0.2%	1%	2%	3%	-20	-3	3%	-15
COc1ccc(C(=O)NNC(=O)c2cccs2)cc1S(=O)(=O)N1CCOCC1	-18%	.	3%	-0.2%	-6%	.	.	-2	3	0%	-6
CCOc1ccccc1CNC(=O)c1ccc(NC(=O)C2=CSCCO2)cc1	-1%	.	-17%	0.1%	0%	.	-3%	-21	17	-4%	-10

Sorted by length of the SMILES (smallest number first): 9 of the compounds above.
SMILES	Eya2 inh	FBPA coupling cs	uPA surface inh	B2AR arrestin	USP2a block	PKM2 activator	GALK inhibitor	KCNH2 WT inh	KCNH2 3.1 inh	BCR signal inh	Giardia kill
CCC(=O)N1CCCn2c1nc1ccccc12	1%	4	-3%	0.2%	1%	8%	-1%	2	-3	-7%	-9
COc1cc(OC)cc(C(=O)Nn2cnnc2)c1	-2%	1	-1%	0.5%	0%	-9%	4%	-1	4	1%	-8
COc1ccc2c(c1)CC(C1(O)C(=O)Nc3ccccc31)C2=O (configuration not stated)	-10%	-1	-1%	0.6%	6%	30%	1%	14	-4	-1%	3
CCOC(=O)c1cc2sc(C)cc2n1CC(=O)N1CCc2ccccc21	15%	4	4%	0.0%	3%	0%	-3%	-7	6	14%	4
CCOc1ccccc1CNC(=O)c1ccc(NC(=O)C2=CSCCO2)cc1	-1%	.	-17%	0.1%	0%	.	-3%	-21	17	-4%	-10
O=C(COC(=O)C1C2CC3OC(=O)C1C3C2)Nc1ccc(Br)cc1 (configuration not stated)	9%	-3	-1%	0.2%	6%	.	-1%	14	13	-13%	-1
COc1ccc(C(=O)NNC(=O)c2cccs2)cc1S(=O)(=O)N1CCOCC1	-18%	.	3%	-0.2%	-6%	.	.	-2	3	0%	-6
Cc1ccc(OC(C)C(=O)Nc2ccc(S(=O)(=O)Nc3nccs3)cc2)cc1 (configuration not stated)	9%	5	1%	-0.4%	2%	4%	2%	10	-7	4%	-5
COc1cc(OC)c(C(=O)OCCCOC(=O)c2cc(OC)c(OC)cc2OC)cc1OC	3%	.	2%	0.4%	0%	-2%	7%	-6	1	-2%	11

New compounds follow
SMILES	Eya2 inh	FBPA coupling cs	uPA surface inh	B2AR arrestin	USP2a block	PKM2 activator	GALK inhibitor	KCNH2 WT inh	KCNH2 3.1 inh	BCR signal inh	Giardia kill
COC(=O)[C@@H](NC(=O)O[C@@H]1C(=O)c2cc(Br)ccc2O[C@H]1c1cccc(OC)c1)C(C)C	-5%	-1&0	.	0.2%	-6%	-3%	.	.	.	?	.
NC(=O)c1nsc(C(=O)N(c2ccccc2)C(C(=O)NCc2ccc(F)cc2)c2ccco2)c1N (configuration not stated)	4%	-3	4%	-0.2%	-2%	0%	7%	1	-17	-4%	-16
Cc1ccc(/C=[N+](/C)[O-])cc1	2%	0	6%	-0.3%	10%	5%	-1%	-5	4	?	23
O=C(COc1ccc2ccc(=O)oc2c1)NCCc1c[nH]c2ccc(F)cc12	6%	.	-3%	-0.1%	5%	.	0%	-5	8	2%	-2
CCCCn1c(=O)[nH]c(=O)c2c1nc(-c1ccc([N+](=O)[O-])cc1)n2CC	-2%	2	-11%	-0.5%	1%	1%	-1%	3	1	?	-28
CCOC(=O)c1[nH]c(C)c(CN(CCc2ccccc2)S(C)(=O)=O)c1C	-18%	1	11%	-0.9%	-4%	-1%	1%	-8	-8	?	-21
COc1ccc(N2CCCC2)c(NC(=O)c2ccc([N+](=O)[O-])o2)c1	4%	-2	.	-0.1%	3%	-1%	1%	-4	2	1%	-86*
O=C(CCNC(=O)N1CC(=O)Nc2ccccc21)NCCc1cccc(F)c1	1%	.	-8%	-0.3%	-1%	.	-1%	-10	10	-5%	-6
COc1ccc(-c2ncncc2-c2csc(C)n2)c(O)c1	-11%	-1	4%	0.2%	1%	-1%	0%	1	0	2%	-1
O=C(NCc1cccc(OC(F)(F)F)c1)C1CCC(=O)N(Cc2cccc(F)c2)C1 (configuration not stated)	-8%	1	-5%	0.0%	0%	.	-1%	-6	-14	-1%	0
CC(=O)OC(C(=O)n1nc(C)cc1C)c1ccccc1 (configuration not stated)	.	-2	5%	.	.	-2%	8%	3	3	.	-1
CCN(c1ccc(OC)cc1)S(=O)(=O)c1nnc(NC(=O)c2ccccc2Cl)s1	5%	.	27%	0.0%	2%	.	-2%	8	13	14%	-17
Cn1c(SCc2ccc(Cl)cc2)nnc1-c1ccc2nonc2c1	-27%	1	1%	-0.8%	3%	-1%	-2%	23	-12	0%	-22
CC(OC(=O)C1CCCCC1)c1nc2ccccc2[nH]1 (configuration not stated)	-9%	-3	15%	-0.6%	2%	-1%	1%	-1	18	1%	-4
CC[n+]1ccc(/C=C2\Sc3ccccc3N2CCCS(=O)(=O)[O-])c2ccccc21	1%	1	-4%	0.1%	2%	-5%	5%	-1	-1	?	-7
O=C(NCC(=O)N(Cc1ccccc1)C(C(=O)NC1CCCC1)c1ccncc1)c1ccco1 (configuration not stated)	-19%	-3	2%	0.0%	-2%	-16%	0%	-12	22	18%	9
c1ccc(-c2cnnc(N3CCCCC3)n2)cc1	0%	2	-5%	0.4%	-5%	1%	6%	-7	-4	1%	1
CC(=O)CCc1ccc(OC(=O)c2cccnc2)cc1	-4%	1	-1%	-0.3%	3%	1%	-2%	2	-16	-7%	15
CCCCCN(C(=O)CCC(=O)OCc1ccccc1C)c1c(N)n(CCCC)c(=O)[nH]c1=O	-4%	.	8%	0.1%	-1%	.	.	16	6	2%	14
COc1ccc2c(c1)c1ncn(CCN3CCNCC3)c(=O)c1n2C	10%	-1	.	0.0%	1%	0%	-1%	11	0	12%	1
Cc1cc(-c2ccc(Br)s2)nc(-n2cccc2)n1	-3%	1	-2%	-2.1%	4%	-1%	-1%	0	8	-1%	7
